# Compound activity from PubChem.
# p53 reactivation – re-activators of mutant p53 | 0.063% of 320,000 active | Potency, µM (highest dose often 92.2 µM), for inactives: top-dose activity change, positive = activation, hits mostly activators | AID 504706 | H1299 p53-A138V BP100-luciferase reporter, luminescence, 24 h; also: % of control where 0% means no effect; nearly all actives have a fitted effect of over 45% in size
#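 H1299 (p53-null), stable ts p53-A138V + BP100-Luc; 1000 cells/well, Opti-MEM/10% FBS; cpd 4 pt, 1:5; 24 h, 37 deg C, 5% CO2; detection reagent 10 min RT; luminescence.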
# FLuc counter – firefly luciferase modulation, counter-screen for miR-21 project. P08659. purified FLuc, Km substrates, luminescence inhibition. Potency, µM (doses to about 57.5 µM), for inactives: at the top dose activity change, negative = inhibition, actives largely listed as inhibitors. 6.9% of 360,000 active. AID 588342;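 also: plate controls were vehicle for no effect and reference inhibitor for full effect; nearly all actives have a fitted effect of over 55% in size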
# Target sequence (P08659 whole entry, looked up): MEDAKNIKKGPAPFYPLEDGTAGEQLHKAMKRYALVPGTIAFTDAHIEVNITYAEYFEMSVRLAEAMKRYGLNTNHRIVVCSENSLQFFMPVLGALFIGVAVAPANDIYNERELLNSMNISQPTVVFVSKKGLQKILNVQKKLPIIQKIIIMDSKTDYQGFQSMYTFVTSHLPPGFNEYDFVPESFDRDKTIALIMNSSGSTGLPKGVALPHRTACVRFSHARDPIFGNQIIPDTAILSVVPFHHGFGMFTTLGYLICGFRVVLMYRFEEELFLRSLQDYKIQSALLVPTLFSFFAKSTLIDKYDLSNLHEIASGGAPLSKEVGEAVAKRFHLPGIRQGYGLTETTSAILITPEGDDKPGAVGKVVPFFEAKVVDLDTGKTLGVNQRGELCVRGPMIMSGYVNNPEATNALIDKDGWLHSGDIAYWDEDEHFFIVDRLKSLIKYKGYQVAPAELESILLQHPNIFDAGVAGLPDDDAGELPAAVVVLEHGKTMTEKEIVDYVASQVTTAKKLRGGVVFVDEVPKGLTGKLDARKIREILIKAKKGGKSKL
#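 Purified P. pyralis luciferase, 10 nM final, with Km-level 10 uM D-luciferin and 10 uM ATP in 50 mM Tris acetate pH 7.5, 10 mM Mg acetate, 0.01% Tween-20, 0.05% BSA; 6-point qHTS titration about 60 µM downward; luminescence read.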
# BRCA1 expr up – increases BRCA1 expression. MCF7-BRCA1-FFLuc reporter, luminescence, 48 h; response scale: scaled: vehicle 0%, 10 µM genistein 100%. Potency, µM (top dose mostly 46.1 µM), for the others: at the top dose activation, hits mostly activators. 1.1% of 380,000 active. AID 624202; also: nearly all actives have a fitted effect of over 80% in size; some results filed as inactive show a strong effect at the top dose
#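 MCF7-BRCA1-FFLuc cells, 2000/well in phenol-red-free MEM, attached 2 h then treated 48 h at 37 C. Luciferase luminescence read 15 min after reagent; normalized to genistein maximum activation (10microM) and DMSO, concentration-response fitted.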
# ELG1 genotox – genotoxicity induction in ELG1-luciferase HEK293T cells. HEK293T ELG1-luciferase reporter, luminescence, 16 h. Potency, µM (series often up to 46 µM), without a hit: at the highest dose activity change, positive = activation, most hits filed as activators. 1.3% of 330,000 active. AID 504466; also: % of control where 0% means no effect; nearly all actives have a fitted effect of over 60% in size
#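 Reporter readout depends on ELG1 protein level, which increases with genetic stress. After 16 hr compound exposure at 37 °C, luciferase activity was quantified using ONE-Glo.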
# MBNL1-CUG inh – MBNL1-poly(CUG) RNA binding inhibition. 0.036% of 280,000 active. AID 2675. Potency, µM (highest dose often 57.5 µM), for the others: top-dose activity change, negative = inhibition, hits mostly inhibitors. TR-FRET MBNL1-His/biotin-(CUG)12 binding, 665/545 ratio; active = well fitted inhibition curve with a large enough effect in the signal ratio, with a control signal flat, not every such curve was filed as active; inconclusive = small, poorly fitted or top-dose-only effect, or effect the other way, or a change in a side signal; inactive = no such curve, though single readings can be large or run the other way; the % refers to the signal ratio; also: % is scaled to controls: 0 for no effect and ±100 for the full control effect
# Target sequence (Q9NR56 whole entry, looked up): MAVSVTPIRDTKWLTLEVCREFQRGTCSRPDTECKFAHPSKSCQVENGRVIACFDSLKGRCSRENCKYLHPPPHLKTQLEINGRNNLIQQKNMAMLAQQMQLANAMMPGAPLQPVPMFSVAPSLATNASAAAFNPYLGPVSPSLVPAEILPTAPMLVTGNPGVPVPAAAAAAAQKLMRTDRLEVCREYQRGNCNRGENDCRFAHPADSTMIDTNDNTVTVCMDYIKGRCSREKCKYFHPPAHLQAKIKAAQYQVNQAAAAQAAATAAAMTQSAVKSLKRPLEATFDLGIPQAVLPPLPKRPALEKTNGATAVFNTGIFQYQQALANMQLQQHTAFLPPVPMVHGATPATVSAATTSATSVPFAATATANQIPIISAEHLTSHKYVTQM
#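 Compounds (final 92 nM to 58 uM) are added to His-tagged MBNL1 and biotin-(CUG)12, then terbium anti-His antibody and streptavidin-XL665 (5 nM final). After 60 min at room temperature, the 665/545 nm ratio is read.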
# uPA generation – inhibitors of cell surface uPA generation; 0.31% of 330,000 active; Potency, µM (highest dose often 38.3 µM), inactives show top-dose activity change, negative = inhibition, actives largely listed as inhibitors; cell surface uPA generation assay, qHTS; AID 540303; active = well fitted inhibition curve with a large enough effect; inconclusive = small, poorly fitted or top-dose-only effect; inactive = no such curve, though single readings can be large or run the other way; tested in mouse RAW 264.7 cells; also: % is scaled to controls: 0 for no effect and ±100 for the full control effect; nearly all actives have a fitted effect of over 55% in size
# RORg inh – inhibitors of mouse ROR gamma transcriptional activity; 5.4% of 310,000 active; Drosophila S2 Gal4-RORgamma UAS-luciferase reporter, 20 h; AID 2551; Potency, µM (titrated, usually from 53.6 µM), for inactives: at the highest dose activity change, negative = inhibition, most hits filed as inhibitors; also: % is scaled to controls: 0 for no effect and ±100 for the full control effect; nearly all actives have a fitted effect of over 60% in size
#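 Compounds are pin-transferred onto Drosophila Schneider cells expressing a copper-inducible Gal4–ROR gamma transactivation domain fusion. After 1 hr, copper sulfate is added to 700 uM final; luciferase is read 20 hr later.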
# Gal4-VP16 FLuc – Gal4-VP16 reporter inhibition counter-screen; Drosophila S2 Gal4-VP16 UAS-luciferase, luminescence, 20 h; Potency, µM (top dose mostly 53.6 µM), without a hit: top-dose activity, negative = inhibition, most hits filed as inhibitors; 3.5% of 310,000 active;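 also: Gal4-VP16 expression switched on by copper sulfate through the metallothionein promoter; % is scaled to controls: 0 for no effect and ±100 for the full control effect; nearly all actives have a fitted effect of over 50% in size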
# NPC1 promoter act – activators of NPC1 promoter. 2.4% of 320,000 active. Potency, µM (series often up to 9.22 µM), without a hit: at the top dose activation, usual class: activators. Huh7 NPC1 promoter luciferase reporter, 24 h. AID 485313;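 also: % of control where 0% means no effect; nearly all actives have a fitted effect of over 60% in size; reporter is driven by a mutant NPC1 promoter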
#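 Huh7 cells stably carrying NPC1 promoter–luciferase, plated in Opti-MEM with 10% FBS for 2 h, were exposed to compound in DMSO for 24 h at 37 °C; luciferase reagent was added for 10 min and luminescence read.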
# Rab9 prom act – Rab9 promoter activation; Huh7 Rab9 promoter-luciferase reporter, luminescence, 24 h; Potency, µM (top dose mostly 9.22 µM), for inactives: top-dose activation, negative = inhibition, actives largely listed as activators; 2.8% of 320,000 active; AID 485297; also: % of control where 0% means no effect; nearly all actives have a fitted effect of over 60% in size
#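 Luminescence from Amplite-detected luciferase (10 minutes, ambient) reports Rab9 promoter activation. Before that, stable Rab9-luciferase Huh7 cells (1500/well, reduced-serum OP-MEM I plus 10% FBS) were exposed to compound for 24 hours at 37C.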
# * marks the source's active call; other numbers are inactive results; ? = inconclusive; / = not tested or not shown; [ ] = another dose, or the depositor's remark. Unless noted, calls follow the shape of the dose curve; as a rule, active = well fitted curve in the direction sought with a large enough effect; inconclusive = small, poorly fitted or top-dose-only effect, or another doubt; inactive = no such curve, though single readings can be large; an effect the other way counts as inactive or inconclusive. Potency is read from the fitted curve at half-maximal effect.
SMILES,p53 reactivation,FLuc counter,BRCA1 expr up,ELG1 genotox,MBNL1-CUG inh,uPA generation,RORg inh,Gal4-VP16 FLuc,NPC1 promoter act,Rab9 prom act
COc1ccccc1OCC(=O)NCC1CCCN(C(=O)c2ccccc2C(C)=O)C1 (stereo not given),-13%,-2%,-11%,2%,-3%,-3%,8%,-6%,-1%,6%
Nc1c(-c2ccc(Cl)cc2)cnn1-c1cccc(C(F)(F)F)c1,8%,?,78%,7%,-9%,12%,13%,20%,?,?
Cc1cc(C(=O)NCC2CCCO2)n(-c2ccccc2)n1 (stereo not given),4%,2%,4%,0%,-8%,3%,-9%,-6%,0%,3%
Cc1ccc(SCC(=O)OCC(=O)N2CCN(C(=O)c3ccco3)CC2)c(C)c1,4%,5%,7%,-4%,/,3%,/,/,4%,11%
Cn1c(SCC(=O)N2CCOCC2)nnc1-c1ccccc1,3%,2%,14%,0%,-2%,5%,-12%,4%,1%,4%
C/C(=N/NC(=O)c1cccc(N2CCCC2=O)c1)c1ccc(Br)cc1,1%,15µM*,30%,6%,-2%,-7%,27%,-7%,1%,-2%
CN(C)S(=O)(=O)c1ccc(NC(=O)CN2CCC(Cc3ccccc3)CC2)cc1,0%,3%,-16%,-11%,0%,-3%,-9%,-12%,-4%,-3%
c1ccc(NCc2nc3ccccc3n2CCOc2ccccc2)cc1,?,?,45%,4%,0%,0%,13µM*,?,3%,15%
CC1=C(C(=O)OCCOc2ccccc2)C(c2coc3ccccc3c2=O)C2=C(CCCC2=O)N1 (stereo not given),-3%,-6%,-36%,3%,5%,-9%,4%,-2%,0%,6%
Cc1ccc(C(=O)C2CCNCC2)cc1,5%,-5%,-2%,1%,-14%,2%,15%,?,-2%,5%
Cn1c(NCC2CCCO2)nc2c1c(=O)n(Cc1ccccc1)c(=O)n2C (stereo not given),-14%,4%,-44%,-8%,5%,0%,16%,2%,-2%,0%
COc1ccc(S(=O)(=O)Nc2c3ccccc3nc(=O)n2-c2ccccc2)cc1,-2%,0%,-20%,2%,9%,-7%,12%,3%,1%,-3%
CCC(=O)Nc1cccc(Br)c1,-11%,-1%,-15%,-1%,0%,4%,?,2%,6%,-8%
CCN(CC)CCCn1c2c(c(SCC(=O)Nc3ccc4c(c3)OCCO4)nc1=O)CCC2,-10%,2%,-35%,4%,/,1%,/,/,2%,1%
COc1cc(NC(=O)c2c(F)c(F)c(OC)c(F)c2F)ccc1NC(=O)c1cccs1,-2%,-18%,-25%,-4%,40%[activator],0%,15%,0%,-4%,-5%
Cc1ccc(NC(=S)NNc2ccc([N+](=O)[O-])cc2S(=O)(=O)Nc2ccccc2C(=O)O)cc1C,1%,?,-11%,1%,?,4%,-34%,-27%,-8%,-12%
O=C(O)c1oc2ccccc2c1CSCc1ccccc1,1%,?,-22%,4%,-11%,0%,28%,-3%,1%,17%
C=CCn1c(COc2ccccc2)nnc1SCC(=O)N/N=C/c1ccc(C)cc1,-3%,12µM*,2%,3%,-5%,-1%,0%,0%,-7%,0%
COc1cccc(NC(=O)c2cnc(SC)nc2)c1,0%,-17%,23%,4%,-3%,-9%,7%,27%,1%,6%
O=C(Cn1cnc2ccccc2c1=O)NCc1ccco1,/,4%,0%,/,-6%,-8%,-6%,1%,/,/
CCCCC(NC(C)=O)c1nc2ccccc2n1CCC (stereo not given),-3%,2%,4%,-4%,9%,-1%,10%,14%,0%,1%
Cc1ccc(C)c(Cn2nnc3c(=O)[nH]c(C4CCCN(C(=O)C5CCCCC5)C4)nc32)c1 (stereo not given),-4%,1%,-48%,-6%,-5%,-13%,-18%,3%,-1%,-2%
CC(=O)Oc1ccc(/C=C(\NC(=O)c2ccco2)C(=O)NCc2ccccc2)cc1,5%,2%,-11%,0%,6%,-3%,5%,1%,-3%,2%
COc1ccc(CCNC(=O)CSc2nnnn2C)cc1OC,1%,-2%,4%,-1%,-3%,0%,4%,-6%,-2%,-1%
Brc1ccccc1-c1nnc(COc2ncnc3c2cnn3-c2ccccc2)o1,4%,?,-32%,-6%,-16%,-11%,?,-15%,-1%,2%

# Single records (already shown). Order of values: p53 reactivation | FLuc counter | BRCA1 expr up | ELG1 genotox | MBNL1-CUG inh | uPA generation | RORg inh | Gal4-VP16 FLuc | NPC1 promoter act | Rab9 prom act
# Listed for `Cc1ccc(C(=O)C2CCNCC2)cc1` = 5% | -5% | -2% | 1% | -14% | 2% | 15% | ? | -2% | 5%
# Listed for `CN(C)S(=O)(=O)c1ccc(NC(=O)CN2CCC(Cc3ccccc3)CC2)cc1` = 0% | 3% | -16% | -11% | 0% | -3% | -9% | -12% | -4% | -3%
# Listed for `Brc1ccccc1-c1nnc(COc2ncnc3c2cnn3-c2ccccc2)o1` = 4% | ? | -32% | -6% | -16% | -11% | ? | -15% | -1% | 2%
# Listed for `c1ccc(NCc2nc3ccccc3n2CCOc2ccccc2)cc1` = ? | ? | 45% | 4% | 0% | 0% | 13µM* | ? | 3% | 15%
# Listed for `COc1ccc(CCNC(=O)CSc2nnnn2C)cc1OC` = 1% | -2% | 4% | -1% | -3% | 0% | 4% | -6% | -2% | -1%

# The main list resumes with the 3 entries that preceded the break.
SMILES,p53 reactivation,FLuc counter,BRCA1 expr up,ELG1 genotox,MBNL1-CUG inh,uPA generation,RORg inh,Gal4-VP16 FLuc,NPC1 promoter act,Rab9 prom act
CC(=O)Oc1ccc(/C=C(\NC(=O)c2ccco2)C(=O)NCc2ccccc2)cc1,5%,2%,-11%,0%,6%,-3%,5%,1%,-3%,2%
COc1ccc(CCNC(=O)CSc2nnnn2C)cc1OC,1%,-2%,4%,-1%,-3%,0%,4%,-6%,-2%,-1%
Brc1ccccc1-c1nnc(COc2ncnc3c2cnn3-c2ccccc2)o1,4%,?,-32%,-6%,-16%,-11%,?,-15%,-1%,2%
CCN1C(=NCC2CC2)N[C@@H](c2ccccc2)C(C(=O)OC)=C1C,-2%,2%,-11%,3%,-8%,-6%,-39%,-2%,-1%,4%
CC1(C)C(=O)OC(c2cccn2-c2ccc([N+](=O)[O-])cc2)C2(CCCCC2)C1=O (stereo not given),3%,0%,-23%,3%,8%,-3%,14%,-1%,1%,-1%
O=Cc1c(F)cccc1N1CCCC1,0%,-1%,-12%,2%,4%,4%,-4%,-8%,-4%,1%
O=S(=O)(c1ccc(F)cc1)N1CCN(c2ncccn2)CC1,-1%,-1%,0%,0%,9%,-2%,32%,3%,0%,-5%
CCN(c1ccccc1)S(=O)(=O)c1ccc(Oc2ccccc2C(C)=O)nc1,1%,/,-23%,-6%,/,2%,/,/,/,/
CC1CCN(Cc2c(C#N)c3ccccc3n2C)CC1,-2%,1%,1%,-8%,4%,-2%,9%,-1%,0%,-5%
CCCN1Cc2cccc(C(=O)N3CCN(c4ccc(OC)cc4)CC3)c2C1=O,-5%,6%,-6%,-1%,2%,1%,12%,-16%,-2%,-1%
CCSc1nc2c(c(=O)n1CC)SC(C)C2 (stereo not given),3%,6%,-3%,4%,3%,-11%,?,3%,0%,-6%
CCCOC1CCCN(C(=O)c2ccc(OC3CCN(Cc4ccccn4)CC3)cc2)C1 (stereo not given),9%,-1%,-5%,-10%,-8%,-2%,?,1%,-2%,-2%
Cn1c2c(c(=O)n(C)c1=O)C(c1ccccc1Cl)C(C#N)=C(N)O2 (stereo not given),0%,-1%,-4%,5%,-6%,3%,-11%,18%,-3%,-3%
O=C(NCCc1nc2ccccc2[nH]1)/C(=C/c1ccc2c(c1)OCO2)NC(=O)c1ccc(Cl)cc1Cl,-1%,-8%,-43%,-9%,2%,-1%,?,?,0%,0%
COCCCNC(=O)C[C@H]1C[C@H](C(=O)N2CCOCC2)[C@@]2(CCC3CCCC3)c3[nH]c4cc(-c5ccco5)ccc4c3CCN2C1=O,-9%,/,-48%,-2%,/,?,/,/,/,/
CC(Sc1nc(N2CCOCC2)c2c(c1C#N)CC(C)(C)OC2)C(=O)Nc1ccccc1 (stereo not given),-8%,-4%,-18%,4%,30%[activator],3%,78%,-1%,-2%,1%
CC(C)c1nc(NCC2CCCO2)c(C#N)c2c1COC(C)(C)C2 (stereo not given),2%,1%,-11%,-1%,1%,0%,24%,-3%,1%,-3%
